zfTRPN1 agonist: zebrafish TRPN1 channel agonists, primary screen, cell-based, HEK293, calcium fluorescence. HEK293 zebrafish TRPN1-YFP, Fluo-8 calcium fluorescence; 100% = response to 87 µM carbachol. transient receptor potential cation channel N1 (TRPN1/NompC), Danio rerio. 0.18% of 220,000 active. AID 1424, 2008. activation, % at 3 µM;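 active = activation above its plate's cutoff, the mean activation of test wells on that plate plus 3 SD, cut at about 19% in these data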;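 note: 0% = DMSO alone and 100% = 87 µM carbachol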
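Material – zebrafish TRPN1-YFP in HEK293 cells · Doses – 3 µM single point · Schedule – dye 1 h 37 °C plus 30 min RT · Signal – Fluo-8 calcium fluorescence, excitation 470-495 nm, emission 515-575 nm · Read-out – % activation versus carbachol response · Control set – carbachol high, DMSO low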
PPC-1+TRAIL kill: compounds killing PPC-1 cancer cells with TRAIL present, primary screen, TRAIL potentiator project, ATPLite luminescence, uHTS; PPC-1 cells + TRAIL, ATPLite viability luminescence; cell killing (% activity), % at 4 µM; 0.41% of 220,000 active;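 active = cell killing above 50% in the first pass at 4 µM, then a duplicate retest at 5 µM averaging 50% or more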;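 note: plate controls were cells with TRAIL plus DMSO for no effect and medium-only wells lacking cells for full effect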
TNF necrop inh: inhibitors of TNF-alpha triggered necroptosis, primary screen, cell-based, Jurkat FADD-/-, single concentration; Jurkat FADD-/- TNF necroptosis rescue, ATP luminescence, 24 h; 0 = TNF only, 100 = no-TNF cells; activation (protection from cell death), % at 10 µM; 0.068% of 220,000 active;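 active = activation, meaning protection from cell death, of at least 50% relative to plate controls; inactive = activation below 50%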;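 note: necroptosis triggered by 40 ng/mL TNF-alpha added together with compound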
CHOP inhibitor: inhibitors of CHOP promoter induction, primary screen, cell-based, unfolded protein response, luciferase reporter; CHO-K1 CHOP-promoter luciferase, tunicamycin-induced, 15-18 h; inhibition, % at 10 µM; 3.8% of 220,000 active; AID 2732, 2010;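 active = compounds that reduced the stress-induced luciferase reporter signal by more than about 70% of percent inhibition, limit read from the data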;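 note: 0% = tunicamycin plus vehicle and 100% = wells without tunicamycin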
NCF1 inh: p47phox/p22phox peptide binding inhibitors, primary screen, biochemical, uHTS, NADPH oxidase regulatory subunit; Neutrophil cytosol factor 1 (Homo sapiens), P14598; fluorescence polarization, 2 h; inhibition, % at 24.7 µM; 0.53% of 220,000 active; AID 1274, 2008;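 active = inhibition above about 30%, limit read from the data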;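 note: 0% = p47phox with labelled peptide and 100% = labelled peptide alone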
Target sequence (P14598 whole entry, looked up): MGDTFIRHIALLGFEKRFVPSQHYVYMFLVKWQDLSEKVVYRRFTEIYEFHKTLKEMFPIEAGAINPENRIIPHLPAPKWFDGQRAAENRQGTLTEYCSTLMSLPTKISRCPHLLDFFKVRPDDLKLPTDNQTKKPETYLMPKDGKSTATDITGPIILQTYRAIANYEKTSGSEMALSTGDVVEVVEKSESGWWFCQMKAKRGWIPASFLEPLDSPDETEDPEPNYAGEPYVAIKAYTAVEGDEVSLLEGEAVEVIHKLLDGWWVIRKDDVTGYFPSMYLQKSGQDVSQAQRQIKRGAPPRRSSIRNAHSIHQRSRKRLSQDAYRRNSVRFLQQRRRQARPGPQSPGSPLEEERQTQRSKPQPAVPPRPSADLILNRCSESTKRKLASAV
Runt-SMMHC FRET: inhibitors of RUNX1 Runt–CBFb-SMMHC binding, primary screen, biochemical, FRET, Cerulean-Runt, Venus-CBFb-SMMHC, uHTS. inhibition, % at 20 µM. Cerulean-Runt/Venus-CBFb-SMMHC FRET ratio 530/480, 1 h. Runt-related transcription factor 1 (Homo sapiens) + Core-binding factor subunit beta …. 0.74% of 220,000 active. AID 1434, 2008;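 active = mean inhibition across duplicate retests at 20 µM reaching about 50%, limit read from the data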;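 note: 0% = DMSO wells and 100% = wells with excess untagged CBFb-SMMHC; inhibitors lower the FRET ratio by blocking Runt binding to CBFb-SMMHC; some results filed as inactive read as strong as hits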
MDM2 E3 inh: MDM2-luciferase reporter signal enhancers, primary screen, MDM2 E3 ligase inhibitor project, cell-based, luminescence, 1536-well. cell-based MDM2 ubiquitination luciferase reporter, 2 h; 0 = plate control, 100 = twice control, blank-subtracted. 0.11% of 210,000 active. signal enhancement, % at 5 µM. E3 ubiquitin-protein ligase Mdm2 (Homo sapiens), Q00987. AID 1230, 2008;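 active = signal enhancement of 30% or more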;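 note: luminescence tracks abundance of the self-degrading MDM2-luciferase fusion protein; higher signal means inhibition of MDM2 E3 ligase activity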
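test system = mammalian cells stably expressing self-ubiquitinating, self-degrading MDM2 E3–luciferase fusion | quantity = 2000 cells/well | incubation = cell settling 4 h, compound treatment 2 h, both 37 °C | signal = luminescence with SteadyLite reagent, 15 min at room temperature | evaluation = % enhancement relative to plate controls after blank subtraction | benchmarks = plate controls and plate blanks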
EBV gp42 inh: Epstein-Barr virus gp42 inhibitors, primary screen, biochemical, uHTS, fluorescence polarization; Glycoprotein 42 (Epstein-Barr virus (strain AG876)), Q1HVG2; Fluorescence polarization binding assay, mP read-out; inhibition, % (tested at 21.74 µM); 0.42% of 220,000 active; in the data active = inhibition above about 50%
TRPML3 agonist: human TRPML3 channel agonists, primary screen, cell-based, HEK293 TRPML3-YFP, Fluo-8 calcium fluorescence, 3 µM. 0.29% of 220,000 active. AID 1448, 2008. activation, % at 3 µM. 100% = the carbachol control signal. Mucolipin-3 (Homo sapiens), Q8TDD5;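 active = activation above its plate's cutoff, the mean activation of the plate's test wells plus 3 SD, cut at about 12% in these data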;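 note: 0% = DMSO only wells and 100% = carbachol wells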
Target sequence (Q8TDD5 whole entry, looked up): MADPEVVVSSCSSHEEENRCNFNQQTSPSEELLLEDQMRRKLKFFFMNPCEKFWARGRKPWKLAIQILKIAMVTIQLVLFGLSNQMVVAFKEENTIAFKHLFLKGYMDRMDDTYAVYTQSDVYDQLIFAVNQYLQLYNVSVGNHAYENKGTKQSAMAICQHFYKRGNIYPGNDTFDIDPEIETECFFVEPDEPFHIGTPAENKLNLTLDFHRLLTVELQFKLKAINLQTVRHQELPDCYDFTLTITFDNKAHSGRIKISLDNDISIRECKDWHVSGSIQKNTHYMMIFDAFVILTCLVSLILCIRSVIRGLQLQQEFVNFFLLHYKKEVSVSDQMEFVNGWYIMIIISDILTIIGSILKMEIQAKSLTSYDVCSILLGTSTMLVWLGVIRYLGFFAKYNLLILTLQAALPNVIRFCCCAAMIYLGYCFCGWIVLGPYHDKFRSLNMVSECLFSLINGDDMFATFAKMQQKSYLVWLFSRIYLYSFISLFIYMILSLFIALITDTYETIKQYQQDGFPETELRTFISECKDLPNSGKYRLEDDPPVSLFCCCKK
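Test system – HEK293 line with stable expression of human TRPML3-YFP channel · Control set – carbachol 87 µM final as high control (100%), DMSO as low control (0%) · Signal – Fluo-8 calcium dye fluorescence, ex 470-495, em 515-575 nm · Incubation – 1-h 37 °C dye load, 5-s basal, 120-s post-compound reads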
Starred values were filed as active, the others as inactive; . = no result given; [ ] = remark or other dose. Outcome played no part in choosing rows (roughly 5.9% active in at least one column).

SMILES	zfTRPN1 agonist	PPC-1+TRAIL kill	TNF necrop inh	CHOP inhibitor	NCF1 inh	Runt-SMMHC FRET	MDM2 E3 inh	EBV gp42 inh	TRPML3 agonist
COc1ccc2[nH]c(=O)c(CN(Cc3ccco3)Cc3nnnn3Cc3ccccc3)cc2c1	0.8	18	-13	25	-5	-67	-14	-8	0.3
CCOC(=O)C1CCN(c2c(Nc3cc(C)cc(C)c3)c(=O)c2=O)CC1	0.7	11	-8.2	5	9	-4	.	5	0.0
COc1cc(O)c(C(CCN2CCOCC2)c2ccc(N(C)C)cc2)c(OC)c1 (centres undefined)	.	1	1.4	22	0	-2	7	-14	.
C/C=C/C(=O)OCC(=O)Nc1c(Cl)cccc1Cl	0.4	10	1.1	-4	-7	-4	0	0	0.1
COCc1ccc(O)c2ncccc12	1.6	11	-7.4	82*	-8	0	-7	-15	0.9
O=C(COC(=O)/C(=C/c1cccs1)c1cccs1)NCc1ccccc1Cl	1.9	7	-0.1	38	-36	1	10	-24	0.8
Cc1ccc(-n2nc3c(SCCN4CCOCC4)nnc(C)c3c2C)cc1	-1.7	0	0.6	64	-12	-3	-3	-7	-0.1
CN(C)c1ccc(C2(O)C(=O)c3ccccc3C2=O)cc1	-0.9	17	2.8	18	-7	4	-2	-7	-0.1
COCCCNC(=O)c1c(N)n(/N=C/c2cccs2)c2nc3ccccc3nc12	1.8	9	-5.6	19	-33	58*	-10	-5	0.9
Cc1cc2ncc(C(=O)Nc3ccccc3)c(C)n2n1	-1.5	20	-0.4	24	-7	2	-3	-12	0.1
COc1ccc(-c2cc(C(F)(F)F)nc(S(C)(=O)=O)n2)cc1OC	-0.7	8	-18	109*	-9	-5	1	-7	-0.2
COc1ccc(-c2cc(C(=O)OC(C)C(=O)Nc3c(C)n(C)n(-c4ccccc4)c3=O)c3ccccc3n2)cc1 (centres undefined)	-0.1	29	-5.6	20	-20	-12	-13	-24	-0.2
Cc1ccc2c(c1)/C(=N/N1C(=O)c3ccccc3C1=O)C(=O)N2	-0.3	5	1.0	12	3	3	5	-16	0.5
COc1ccc(CCn2c(=O)[nH]c3cc(C(=O)N4CCN(c5ccccn5)CC4)ccc3c2=O)cc1OC	0.3	.	1.0	-21	5	-4	-10	6	1.0
CCN(CC)CCNC(=O)c1ccc(NC(=O)c2ccc(F)cc2)cc1	-0.7	13	1.6	0	-1	-1	-10	-6	0.1

Single records, from the list above. Order of values: zfTRPN1 agonist	PPC-1+TRAIL kill	TNF necrop inh	CHOP inhibitor	NCF1 inh	Runt-SMMHC FRET	MDM2 E3 inh	EBV gp42 inh	TRPML3 agonist
CCN(CC)CCNC(=O)c1ccc(NC(=O)c2ccc(F)cc2)cc1 is entered as -0.7	13	1.6	0	-1	-1	-10	-6	0.1
COc1ccc2[nH]c(=O)c(CN(Cc3ccco3)Cc3nnnn3Cc3ccccc3)cc2c1 is entered as 0.8	18	-13	25	-5	-67	-14	-8	0.3

Next part:
SMILES	zfTRPN1 agonist	PPC-1+TRAIL kill	TNF necrop inh	CHOP inhibitor	NCF1 inh	Runt-SMMHC FRET	MDM2 E3 inh	EBV gp42 inh	TRPML3 agonist
Cc1cc(NC(=O)C2CCCCC2C(=O)O)no1 (centres undefined)	1.8	-2	-1.0	18	4	1	-89	0	1.3
O=C(CN1CCN(c2cccc(Cl)c2)CC1)Nc1nccs1	1.0	3	0.5	18	-9	-4	0	-15	0.3
COc1cc(CN2CCNC(=O)C2CC(=O)N(C)Cc2ncc[nH]2)cc(OC)c1 (centres undefined)	1.4	.	1.4	19	-4	.	-15	-19	0.6
O=c1[nH]c(/C=C\c2cccs2)nc(O)c1[N+](=O)[O-]	0.6	24	0.4	6	-3	-4	-21	-9	0.8
CC1CN(C(=O)c2ccccc2Sc2ccccc2C#N)CC(C)O1 (centres undefined)	-0.7	14	0.5	-7	-10	3	.	-13	0.4
COc1nc(Nc2nc3ccccc3c(=O)[nH]2)nc2ccc(C)cc12	2.8	51*[5 µM]	-13	88*	31*	1	.	-18	0.4
CCCS(=O)(=O)Nc1ccc(-c2ccc3nnc(C)n3n2)cc1	1.1	7	-3.7	-4	-1	-5	-4	1	0.6
CCc1ccc(C(=O)/C=C/Nc2ccc(S(=O)(=O)Nc3cnc4ccccc4n3)cc2)cc1	1.4	-8	-1.0	101*	-27	31	.	-39	0.2
Cc1cc(Cl)c(S(=O)(=O)Nc2ccc(Cl)cn2)cc1OCC(N)=O	-0.5	9	-1.5	32	-4	2	-3	-12	-0.2
O=C(c1ccccn1)c1cc2ccccc2n1S(=O)(=O)c1ccccc1	-1.1	26	-0.3	9	-19	-7	3	13	0.0
O=C(COC(=O)C1CCCCC1)Nc1cc([N+](=O)[O-])ccc1F	0.8	23	0.8	24	-10	2	5	-13	0.4
CC(C(=O)NCCN1CCOCC1)(c1ccccc1)c1ccccc1	-0.6	6	-0.1	6	-13	-1	-7	-12	-0.1
O=[N+]([O-])c1cccc(/C=N/n2cnnc2)c1	0.9	2	5.0	-10	-16	-3	-2	-18	0.6
CN(C)CCCN1C(=O)C(O)=C(C(=O)c2cccs2)C1c1cccc([N+](=O)[O-])c1 (centres undefined)	0.0	13	0.9	5	-14	-1	-7	2	0.5
Cn1nc(NC(=O)C(C)(C)C)c2c(F)cccc21	1.5	-2	0.9	6	1	1	-18	-4	0.5
CCCn1c(-c2cccs2)nc2ccccc21	-0.9	14	1.0	16	-11	1	-4	1	-0.9
CCOc1cc(OCC)cc(C(=O)Nc2cccc(C(C)=O)c2)c1	-1.0	35	1.1	28	-10	5	-10	-12	-0.4
CC(c1nnc(SCC(=O)Nc2ccc3[nH]c(=O)[nH]c3c2)n1Cc1ccccc1)N(C)C (centres undefined)	-1.1	16	1.0	1	-23	0	2	-7	0.5
CCCCN(C)C(=O)CCC(=O)NNc1nc2ccccc2c2nc(C)nn12	-0.4	42	2.1	7	-20	5	-4	5	0.7
COC(=O)c1cn(CC(=O)N2C(C)CCCC2C)c2ccccc12 (centres undefined)	-0.6	20	0.8	10	-8	1	-4	-3	-0.3
O=C1C2C3c4ccccc4C(c4ccccc43)C2C(=O)N1CN1CCOCC1 (centres undefined)	-0.9	4	-0.4	16	-1	1	3	-10	-0.8
CCOC(=O)Cc1csc(NC(=O)c2cc(C)cc(C)c2)n1	-1.7	42	-1.0	-4	-2	3	5	-7	-1.4
O=S(=O)(N/N=C/c1ccc(N2CCOCC2)cc1)c1ccc(Br)cc1	-0.3	2	0.4	7	-7	-4	-22	11	-0.2
C=CCSC(CC)(CC)C(N)=O	1.3	-5	3.6	4	2	-3	-10	-12	0.9
COc1ccccc1Nc1cc(C)nc2c(C)ccc([N+](=O)[O-])c12	-1.0	-8	-2.2	35	6	-2	-6	-3	-0.9
CC(=O)N1CCCc2cc(S(=O)(=O)N3CCN(C4CCCCC4)CC3)ccc21	-0.2	22	1.4	17	4	3	-5	-1	0.8
CCOC(=O)N1CCN(Cc2ccc(O)c3ncccc23)CC1	0.1	5	-7.6	7	4	2	0	-15	-0.5
CC(C)c1cc(C(=O)Nc2ccc3c(c2)OCO3)no1	-1.4	32	1.5	-1	-1	2	-23	-4	0.5
COc1ccc(/C=C/C(=O)c2cc(F)ccc2OC(=O)c2ccccc2OC)cc1OC	1.3	.	-9.5	-64	4	-10	-36	4	-0.1
OCCC1CN(Cc2ccccc2-c2ccco2)CCN1Cc1ccsc1 (centres undefined)	-0.6	-4	1.8	8	0	3	-20	7	0.7
CC(C)CC(=O)Nc1nnc(SCC(=O)NCc2ccco2)s1	-1.6	1	-1.5	4	-6	-4	-9	3	-0.2
CCN1CCCC1CNC(=O)CSCc1nc(-c2ccccc2C)oc1C (centres undefined)	-1.6	0	-0.5	35	-6	-2	-7	-26	0.0
COC(=O)CC1(C(=O)OC)Oc2ccc(Br)cc2C(=O)N1c1cc(Cl)cc(Cl)c1 (centres undefined)	-1.1	-18	-1.8	-3	2	-1	-1	-4	-0.1
CCOc1ccc(S(=O)(=O)N2CCc3cc(OC)c(OC)cc3C2)cc1	-1.0	20	1.9	7	-9	2	-7	-20	-0.4
COc1ccc(C)cc1NC(=S)NN1CCN(C)CC1	1.3	14	0.4	-8	-2	1	-5	-4	0.9
O=C(NC(Cc1ccccc1)C(=O)O)/C(=C/c1ccccc1)NC(=O)c1ccccc1 (centres undefined)	1.2	3	1.8	3	-8	1	-11	-9	0.5
Clc1ccc(C2CC(c3cccs3)n3ncnc3N2)cc1Cl (centres undefined)	8.1	-8	0.6	38	-7	0	-8	-3	2.2
Cc1cc(C)cc(C(=O)Nc2nnc(SCC(=O)N3CCCc4ccccc43)s2)c1	1.1	18	2.1	44	-9	1	-8	8	0.8
COC(=O)c1c(N)nc(C)n1-c1ccc(OC)cc1	1.7	5	-0.4	-4	0	2	1	-31	0.7
COc1ccc(Cl)c(Cn2c(NCCCN(C)C)nc3c2c(=O)n(C)c(=O)n3C)c1	0.2	3	-3.8	-1	-4	2	-4	-2	0.0
S=c1[nH]nc(-c2cc(-c3ccccc3)n[nH]2)n1/N=C/c1cccs1	-2.4	-5	-4.7	-10	-3	24	-7	-7	-0.1
Cc1ccc2nc(Nc3ncc4c(n3)CC(C)(C)CC4=O)nc(C)c2c1	1.2	12	0.0	7	-59	-16	-13	-20	-0.3
O=C(c1ccc(COc2ccccc2[N+](=O)[O-])o1)N1CCCCCC1	0.8	-12	-4.0	18	-7	-11	-19	17	-0.7
O=C(N/N=C/c1ccsc1)c1ccc2ccccc2n1	-0.1	10	-2.0	-12	-10	6	-7	2	0.5
Cc1c(C(=O)O)cccc1-c1ccc(/C=N/Nc2ccc(Br)cc2)o1	2.7	2	1.5	37	-11	13	11	-13	0.6
O=C(O)c1ccc(CSc2nc3ccc(N4C(=O)C5C6C=CC(C6)C5C4=O)cc3s2)cc1 (centres undefined)	0.0	19	1.4	13	-8	2	2	-9	0.8

From PubChem BioAssay
